Source: PubChem
WRN helicase inh: blocks human WRN helicase; hit rate 0.46% among 360,000; WRN helicase unwinding, fluorescent forked duplex, kinetic; AID 651768; Potency, µM (highest dose often 114 µM), for the others: top-dose activity change, negative = inhibition, most hits filed as inhibitors; Q14191; also: potency is read from the fitted curve at half-maximal effect; % is scaled to controls: 0 for no effect and ±100 for the full control effect; nearly all actives have a fitted effect of over 55% in size
Target sequence (Q14191 whole entry, looked up): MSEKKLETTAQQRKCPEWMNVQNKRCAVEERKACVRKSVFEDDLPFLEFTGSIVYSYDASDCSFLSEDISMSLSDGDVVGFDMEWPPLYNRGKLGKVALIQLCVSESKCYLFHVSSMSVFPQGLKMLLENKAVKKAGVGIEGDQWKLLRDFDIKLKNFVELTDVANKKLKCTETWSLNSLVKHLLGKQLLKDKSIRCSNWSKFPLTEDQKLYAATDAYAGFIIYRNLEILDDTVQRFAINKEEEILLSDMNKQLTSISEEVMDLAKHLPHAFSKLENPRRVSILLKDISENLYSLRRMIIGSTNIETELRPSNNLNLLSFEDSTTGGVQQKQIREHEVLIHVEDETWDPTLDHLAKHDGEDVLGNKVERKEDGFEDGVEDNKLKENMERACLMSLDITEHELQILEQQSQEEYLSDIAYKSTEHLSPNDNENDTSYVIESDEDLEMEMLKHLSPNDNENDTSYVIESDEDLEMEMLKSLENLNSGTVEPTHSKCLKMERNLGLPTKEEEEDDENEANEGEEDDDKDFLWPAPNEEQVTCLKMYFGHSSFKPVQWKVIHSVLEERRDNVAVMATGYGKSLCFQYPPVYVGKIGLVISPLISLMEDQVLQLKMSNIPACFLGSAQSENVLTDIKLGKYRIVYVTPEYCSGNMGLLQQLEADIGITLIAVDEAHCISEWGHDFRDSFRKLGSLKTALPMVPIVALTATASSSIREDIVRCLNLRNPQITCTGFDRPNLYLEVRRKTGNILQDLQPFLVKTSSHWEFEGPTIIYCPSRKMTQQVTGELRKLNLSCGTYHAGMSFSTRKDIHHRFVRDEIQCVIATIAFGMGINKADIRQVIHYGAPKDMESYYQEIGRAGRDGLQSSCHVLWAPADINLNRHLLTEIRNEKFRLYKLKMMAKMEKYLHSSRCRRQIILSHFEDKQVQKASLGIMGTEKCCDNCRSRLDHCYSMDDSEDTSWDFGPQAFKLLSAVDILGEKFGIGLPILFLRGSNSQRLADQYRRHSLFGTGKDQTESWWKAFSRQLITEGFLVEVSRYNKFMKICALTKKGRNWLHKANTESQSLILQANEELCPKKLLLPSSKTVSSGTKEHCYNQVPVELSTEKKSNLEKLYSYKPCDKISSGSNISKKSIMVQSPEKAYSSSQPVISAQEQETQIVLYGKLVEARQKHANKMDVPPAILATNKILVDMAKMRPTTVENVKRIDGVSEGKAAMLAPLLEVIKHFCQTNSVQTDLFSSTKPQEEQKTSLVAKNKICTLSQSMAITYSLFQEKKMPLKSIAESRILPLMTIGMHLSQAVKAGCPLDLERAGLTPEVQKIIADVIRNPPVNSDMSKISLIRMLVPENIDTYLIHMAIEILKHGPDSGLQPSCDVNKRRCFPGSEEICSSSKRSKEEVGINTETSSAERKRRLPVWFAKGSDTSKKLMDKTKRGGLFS
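Primary qHTS, 1536-well format. 20 nM WRN + compound, 15 min RT; start with 100 nM forked fluorophore/quencher duplex, 2 mM ATP (final); kinetic read ex 525/em 598 nm.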
EPAC1 antagonist: EPAC1 (human) antagonism; EPAC1 GEF assay, Rap1b-BODIPY-GDP exchange fluorescence; Potency, µM (top dose mostly 115 µM), for the others: at the top dose activity change, negative = inhibition, actives largely listed as inhibitors; hit rate 0.14% among 360,000; AID 720709;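 also: potency is read from the fitted curve at half-maximal effect; plate controls were vehicle for no effect and positive control for full effect; nearly all actives have a fitted effect of over 50% in size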
CCT chaperon mod: modulators of cytosolic chaperonin (CCT/TRiC) activity; purified chaperonin ATPase assay, HTRF ADP detection, 30 min; activity change, % (no concentration beside the values), hits read low; hit rate 0.3% among 360,000; in the data active = activity change below about -30%; also: % is scaled to controls: 0 for no effect and ±100 for the full control effect
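We incubate TRiC, 40 or 20 nM final, with library compounds at 76 uM and 10 uM ATP for 30 min at 37 °C. ADP formed is detected with Transcreener HTRF reagents after 30 min at room temperature.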
EPAC1 agonist: EPAC1 (human) agonism | O95398 | AID 720707 | Potency, µM (top dose mostly 154 µM), for the others: at the top dose activation, most hits filed as activators | EPAC1 agonist qHTS, biochemical assay; response scale: 100% = response to 6.5 mM cAMP | hit rate 0.073% among 360,000; also: potency is read from the fitted curve at half-maximal effect; nearly all actives have a fitted effect of over 60% in size
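Compounds were pinned as a concentration titration into mixtures of EPAC1 (100 nM), BODIPY-GDP-loaded Rap1B (250 nM) and GDP (50 uM). After 5 min at room temperature, fluorescence was followed for 30 min; activity was scaled to 6.5 mM cAMP.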
MmCpn inh: M. maripaludis TRiC chaperonin inhibition. purified Mm-Cpn ATPase, ADP Transcreener TR-FRET. Potency, µM (top dose mostly 76.9 µM), for inactives: at the top dose activity, negative = inhibition, most hits filed as inhibitors. hit rate 0.031% among 330,000. AID 504842; also: potency is read from the fitted curve at half-maximal effect; % is scaled to controls: 0 for no effect and ±100 for the full control effect; nearly all actives have a fitted effect of over 80% in size
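Purified archaeal Mm-CPN (25nM final) preincubated 10 min at 37degC with compound, then 10uM ATP for 30 min at 37degC; ADP measured by HTRF Transcreener TR-FRET; buffer 30 mM TRIS pH 7.4, 100mM KCl, 5mM MgCl2, 1mM DTT.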
PLK1 PBD block: inhibitors of human PLK1 polo-box domain binding. P53350. Plk1 PBD binding of FITC phosphopeptide, fluorescence polarization. Potency, µM, without a hit: max response, negative = inhibition, usual class: inhibitors. hit rate 2.8% among 360,000. AID 720504; also: potency is read from the fitted curve at half-maximal effect; series mostly up to about 57 µM; % is scaled to controls: 0 for no effect and ±100 for the full control effect; nearly all actives have a fitted effect of over 65% in size
EPAC2 antagonist: blocks human EPAC2 exchange factor; Q8WZA2; EPAC2 GEF exchange of Rap1B-BODIPY-GDP, fluorescence; Potency, µM (top dose mostly 114 µM), for inactives: top-dose activity, negative = inhibition, usual class: inhibitors; hit rate 0.18% among 360,000; AID 720708; also: potency is read from the fitted curve at half-maximal effect; % is scaled to controls: 0 for no effect and ±100 for the full control effect; nearly all actives have a fitted effect of over 45% in size; many of its hits are not listed in these tables
PI5P4Ka inh: blocks human PI5P4K alpha kinase activity | hit rate 1.2% among 330,000 | max response, % | P48426 | PI5P4Kalpha enzyme, ADP-Glo luminescence, 60 min; stronger effect = lower value | AID 652105; active = max response of -50% or lower; inconclusive = between -30% and -50%; inactive = -30% or higher; also: value at the top dose of about 77 µM; % is scaled to controls: 0 for no effect and ±100 for the full control effect
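Enzyme plus substrate dispensed, test compounds pinned in, then ATP (5 microM final) added. After 60 min at RT, ADP-Glo reagent 1 for 45 min and reagent 2 for 30 min preceded luminescence imaging.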
The depositor's hits bear a star; ? = inconclusive; nt = no result given; [ ] = remark or other dose. Unless noted, calls follow the shape of the dose curve; as a rule, active = well fitted curve in the direction sought with a large enough effect; inconclusive = small, poorly fitted or top-dose-only effect, or another doubt; inactive = no such curve, though single readings can be large; an effect the other way counts as inactive or inconclusive.

item	WRN helicase inh	EPAC1 antagonist	CCT chaperon mod	EPAC1 agonist	MmCpn inh	PLK1 PBD block	EPAC2 antagonist	PI5P4Ka inh	Compound
1	-6%	-7%	-5.6	4%	0%	-10%	1%	-2	COc1ccc(C(CNC(=O)c2ccc(S(=O)(=O)N(C)C)cc2)N2CCCC2)cc1 (configuration not stated)
2	8%	-14%	0.3	7%	0%	-8%	1%	2	COC(=O)c1cnc(Oc2ccc(NC(=O)NC(=O)c3c(F)cccc3F)cc2)cc1C(F)(F)F
3	-6%	-8%	0.3	-9%	-3%	3%	-2%	-6	COc1ccc(-c2c(-c3ccc(C#N)cc3)oc(=O)c3cc(OC)c(OC)cc23)cc1
4	1%	11%	0.7	0%	2%	-5%	-1%	-1	O=Cc1ccc(Oc2cc(-c3ccccc3)nc(-c3ccccc3)n2)cc1
5	4%	2%	-1.2	-2%	0%	-5%	1%	-8	COc1ccc(C(=O)NCc2ccc(N3CCN(C)CC3)cc2)cc1
6	-2%	-4%	0.3	11%	nt	-8%	9%	-2	Cc1nnc(Cc2ccccc2)c2n[nH]c(C)c12
7	3%	-27%	-1.0	-1%	0%	-2%	15%	-3	CN(CCCNC(=O)CCC(=O)N1CCOc2ccc(Cl)cc21)Cc1ccccc1
8	-1%	7%	-2.0	8%	-1%	-6%	-5%	nt	CN(C)CCOc1ccccc1-c1ccccc1
9	2%	2%	-3.0	10%	-3%	-14%	5%	4	CCc1ncc(CN2CCCC(C(=O)Nc3ccc(-c4cscn4)cc3)C2)cn1 (configuration not stated)
10	-1%	-17%	1.0	4%	1%	-7%	2%	8	CSCCC(NC(=O)C1CCCCC1)c1nc2ccccc2[nH]1 (configuration not stated)
11	0%	13%	1.3	1%	-2%	1%	2%	2	COc1cc2c(cc1OC)C(C)N(C(=O)CCNC(=O)c1ccccc1)CC2 (configuration not stated)
12	5%	-2%	0.1	-4%	1%	-7%	?	2	C=CCSc1nc2c(C(=O)OCC)nnn2c2ccccc12
13	-11%[57.1 µM]	9%	-0.2	1%	0%	-3%	10%	4	COc1ccc(C(=O)CSc2nccc(=O)[nH]2)cc1
14	4%	6%	-12	1%	-2%	4%	3%[57.1 µM]	-4	O=C(NC(Cc1ccccc1)C(=O)OCC(=O)N1CCc2ccccc21)c1ccco1 (configuration not stated)
15	-8%	-19%	4.4	1%	-1%	-3%	-22%	7	CCOC(=O)c1csc(NC(=O)CSc2nnnn2-c2ccc3c(c2)OCCO3)n1
16	-6%	-6%	1.1	6%	-2%	-6%	-6%	9	Cc1cc(C(=O)COC(=O)c2ccc(O)cc2O)c(C)n1C(C)C
17	-5%	5%	-1.2	7%	0%	-3%	2%	1	Cc1ccc(C)c(NC(=O)c2cc(S(=O)(=O)N3CCCCC3)ccc2N2CCOCC2)c1
18	-15%	-7%	0.4	-5%	0%	0%	-5%	1	CCCCN(C)C(=O)CS(=O)(=O)Cc1nc(-c2cccc(OC)c2)oc1C
19	6%[57.1 µM]	11%	0.0	-5%	-2%	-7%	15%	2	CCOC(=O)N1CCN(C(=O)c2ccc(CS(=O)c3ccccc3)o2)CC1 (configuration not stated)
20	8%	7%	-1.4	6%	-7%	1%	-5%	nt	COc1ccc(CN2CCN(C(=O)c3cc(OC)c(OC)c(OC)c3)CC2)cc1OC

Continued (2 carried over from the part before).
item	WRN helicase inh	EPAC1 antagonist	CCT chaperon mod	EPAC1 agonist	MmCpn inh	PLK1 PBD block	EPAC2 antagonist	PI5P4Ka inh	Compound
19	6%[57.1 µM]	11%	0.0	-5%	-2%	-7%	15%	2	CCOC(=O)N1CCN(C(=O)c2ccc(CS(=O)c3ccccc3)o2)CC1 (configuration not stated)
20	8%	7%	-1.4	6%	-7%	1%	-5%	nt	COc1ccc(CN2CCN(C(=O)c3cc(OC)c(OC)c(OC)c3)CC2)cc1OC
21	-15%	-8%	2.2	0%	-3%	-4%	-6%	nt	Cc1nn(Cc2ccccc2)c(C)c1NC(=O)Cn1nc([N+](=O)[O-])c(Cl)c1C
22	-4%	-4%	-0.1	-9%	-1%	-6%	3%	0	CC(C)(C)n1nnc(CCc2nnn(C(C)(C)C)n2)n1
23	-18%	-2%	-3.9	-9%	-1%	-7%	-3%	-4	CCc1ccc(CN2CCC(Oc3ccc(C(=O)N4CCCCC4)cc3)CC2)cc1
24	-19%	-2%	0.7	4%	-4%	-16%	1%	10	COc1ccccc1OCCOc1ccc(/C=C2\C(=N)N3N=C(C)SC3=NC2=O)cc1
25	-11%	0%	-1.7	0%	-1%	-15%	-2%	6	Cc1[nH]nc(SCC(=O)N2CCCCC2)c1[N+](=O)[O-]
26	-9%	-10%	0.0	0%	-9%	-13%	5%	2	O=C(O)COc1ccc(/C=N/NC(=O)c2ccccc2Br)cc1
27	5%	-20%	-1.4	0%	-6%	-16%	-1%	-1	Cc1nc(N2CCOCC2)c2oc3ccccc3c2n1
28	10%	-1%	-3.0	9%	1%	-6%	5%	0	CC(C)(C)C1CCC(=NNC(=O)C(=O)NC2CCCCC2)CC1 (configuration not stated)
29	-1%	-9%	-2.6	6%	2%	-2%	-3%	nt	COc1cc(C(=O)NCCC2=CCCCC2)cc(OC)c1OC
30	3%	6%	2.3	-1%	nt	1%	11%	-12	O=C(Nc1ccc(-c2ccco2)cc1)C1CCCN(Cc2ccco2)C1 (configuration not stated)
31	1%	-2%	1.1	3%	-1%	-2%	17%	-2	C=CCN(CCNP(=O)(OCC)OCC)CP(=O)(OCC)OCC
32	6%	8%	2.2	-13%	nt	4%	11%	-8	CCOC(=O)N1CCC2(CC1)NC(=O)c1ccccc1N2
33	1%[57.1 µM]	-25%	1.5	4%	-1%	-7%	-4%	-25	Cc1cccc(C)c1NS(=O)(=O)c1ccc(-c2ccc(=O)[nH]n2)o1
34	-1%	12%	0.8	2%	0%	-22%	4%	13	O=[N+]([O-])c1ccc(N2CCN(c3ccccc3Cl)CC2)cn1
35	1%	-3%	-2.4	9%	nt	2%	?	1	Cc1cc(Cl)c2oc(C(=O)N3CCN(c4cnccn4)CC3)c(C)c2c1
36	-3%	-3%	0.9	1%	-8%	-6%	-12%	-1	CCOc1ccccc1C(=O)NCC(=O)OCc1c(C)noc1C
37	-5%	-3%	-3.4	7%	0%	-12%	-8%	-17	COc1ccc(S(=O)(=O)N2CCOC2CNC(=O)C(=O)NCc2ccco2)cc1C (configuration not stated)
38	1%	-20%	-1.5	-5%	0%	3%	8%	-5	COc1ccc([C@@H]2[C@@H]3C(=O)N(C(C)(C)C)C(=O)[C@@H]3[C@]3(Cc4ccc(Cl)cc4)C(=O)N(c4ccc(C)cc4)C(=O)N23)cc1
39	-6%	-16%	1.3	-6%	-11%	-3%	-4%	-6	O=C(Cc1n[nH]c(=O)c2ccccc12)OCC(=O)c1ccc2c(c1)OCCO2
40	-7%	-7%	-1.9	3%	0%	-2%	1%	9	Cc1c(/C=N/NC(=O)c2sc3ccccc3c2Cl)cnn1C
41	7%	6%	0.4	2%	4%	-10%	12%	0	Cc1cc(C(=O)NC(C)C2CCCO2)no1 (configuration not stated)
42	-30%	-10%	-2.4	-12%	0%	-10%	16%	-7	Cc1cnc(C(=O)OCC(=O)N2CCC(C)CC2)cn1
43	7%	-5%	-3.0	-4%	-2%	-3%	-7%	9	CCOc1ccc(-c2cc(C(=O)NCCCn3ccnc3)c3ccccc3n2)cc1
44	-2%	-27%	-1.5	6%	nt	-5%	-19%	0	Nc1ccn([C@@H]2O[C@H](C(=O)N[C@H](CO)Cc3ccccc3)[C@@H](O)[C@H]2O)c(=O)n1
45	-23%	0%	3.0	-2%	-14%	-14%	12%	nt	CN(C)/C=C1/C=C(c2ccccc2)OC1=O
46	-6%	4%	-1.4	8%	1%	1%	5%	3	COc1cc(CNCCNCC(C)O)ccc1OCc1ccc(Cl)nc1 (configuration not stated)
47	-11%	3%	-1.1	-4%	2%	-7%	-1%	6	O=C(C1CCC(=O)N(C2CCCC2)C1)N1CCN(c2ccccc2Cl)CC1 (configuration not stated)
48	-11%[57.1 µM]	-22%	-2.5	1%	2%	-14%	-2%	-17	Cc1nn(-c2ccccc2)c(Cl)c1/C=N/NC(=O)OC(C)(C)C
49	-8%	-7%	-2.5	2%	nt	-3%	6%	4	CCOC(=O)C1(C)CCCN1C(=O)c1cncc(Br)c1 (configuration not stated)
50	?	6%	2.6	-1%	1%	2.7µM*	5%	-2	O=S(=O)(/N=C(\Sc1ccc(Cl)cc1)c1ccccc1)c1ccccc1
51	2%	1%	0.4	0%	nt	1%	-4%	0	COc1ccc(NS(=O)(=O)c2cc(OC)ccc2OC)cc1
52	-1%	-2%	0.4	11%	1%	-9%	11%	-3	O=S(=O)(Nc1ccc2ccccc2n1)c1ccc2c(c1)CCO2
53	9%	5%	-0.5	4%	-2%	-8%	-17%	2	COc1cc2c(cc1OC)CN(C(=O)c1ccc(Cl)c(S(=O)(=O)N3CCCC3)c1)CC2
54	-12%	5%	-1.3	6%	-1%	-5%	-17%	-2	CN(C)c1ccc(NC(=O)CN2CCc3ccccc3C2)cc1
55	2%	-24%	-0.8	1%	1%	-8%	-9%	1	Cc1ccc(C(=O)N2CC3(C)CN(C(=O)c4ccc(C)cc4)CC(C)(C2)C3=O)cc1
56	-7%	-3%	-0.4	7%	3%	-20%	-2%	0	CCOC(=O)c1csc(N)n1
57	0%	10%	-1.5	8%	-9%	-2%	6%	2	CC(=O)c1cccc(NC(=O)C(C)OC(=O)c2cccc(-n3cnnn3)c2)c1 (configuration not stated)
58	3%	2%	1.5	5%	nt	-6%	5%	-3	CCCc1nc2ccc(C)cn2c1Cc1cccc(F)c1

Ordered by value in CCT chaperon mod (rising): three of the compounds above.
item	SMILES	WRN helicase inh	EPAC1 antagonist	CCT chaperon mod	EPAC1 agonist	MmCpn inh	PLK1 PBD block	EPAC2 antagonist	PI5P4Ka inh
23	CCc1ccc(CN2CCC(Oc3ccc(C(=O)N4CCCCC4)cc3)CC2)cc1	-18%	-2%	-3.9	-9%	-1%	-7%	-3%	-4
56	CCOC(=O)c1csc(N)n1	-7%	-3%	-0.4	7%	3%	-20%	-2%	0
32	CCOC(=O)N1CCC2(CC1)NC(=O)c1ccccc1N2	6%	8%	2.2	-13%	nt	4%	11%	-8

A portion of the library (hit frequency here may not be typical).
